NCOA3 inh = inhibitors of human steroid receptor coactivator 3 (SRC3) | HEK293 GAL4-SRC3 luciferase reporter, luminescence | inhibition, % at 3.6 µM | 0.17% of 360,000 active | AID 588352;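 active = inhibition above a per-campaign cutoff, the mean of all compounds plus 3 SD, cut at about 60% in these data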;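 note: 0% = DMSO-treated cells and 100% = gossypol-treated cells at 36 µM; higher means less SRC3-driven luciferase light from the GAL4 reporter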
TLR9-MyD88 inh = TLR9-MyD88 interaction inhibition | CHO BLA complementation TLR9-MyD88, CCF4 FRET ratio | 0.21% of 340,000 active | AID 504734 | inhibition, % at 4.98 µM;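 active = inhibition above the mean over all tested compounds plus 3 SD, cut at about 21% in these data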;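 note: 0% = DMSO only wells and 100% = clavulanate BLA inhibitor control wells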
LRH-1 inv ag = inverse agonists of human LRH-1 (NR5A2) | O00482 | HEK293T StAR-luciferase reporter, LRH-1 transfected, 24 h | inhibition, % at 3.6 µM | 0.13% of 360,000 active | AID 602396;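 active = inhibition above the mean inhibition of all tested compounds plus 3 SD, cut at about 73% in these data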;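 note: 0% = DMSO wells and 100% = reporter-only cells lacking LRH-1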
ABHD5-PLIN5 inh = ABHD5-PLIN5 protein interaction inhibition; inhibition, % at 4 µM; 0.78% of 360,000 active; Split G. princeps luciferase complementation, luminescence, 4 h; Q00G26+Q8WTS1;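 active = inhibition above the mean inhibition across every tested compound plus 3 SD, cut at about 22% in these data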;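 note: 0% = DMSO only wells and the 100% control is not disclosed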
TROY signal inh = TROY signaling inhibition; Q293 LMP1-TROYcd NF-kB luciferase reporter, 4 h; inhibition, % at 10 µM; 0.98% of 360,000 active; AID 1347056;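 active = compounds whose plate-normalised and pattern-corrected inhibition of the luciferase reporter signal at the single screening dose is 50% or more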
NOD2 RIPK2 PPI = NOD2-RIPK2 protein interaction inhibition | inhibition, % at 4.98 µM | CHO BLA complementation NOD2-RIPK2, CCF4 ratio | O43353 | 0.38% of 360,000 active; in the data active = inhibition above about 21%;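 note: 0% = vehicle only and 100% = reference blocker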
NR2F2 inh = NR2F2 (human) inhibition, primary screen | P24468 | HEK293T NGFI-A luciferase reporter, luminescence | inhibition, % at 8.6 µM | 0.7% of 370,000 active | AID 686940;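 active = inhibition above a per-plate cutoff, mean inhibition of test wells between control levels plus 3 SD, cut at about 38% in these data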;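 note: cells cotransfected with COUP-TFII expression vector driving the NGFI-A reporter; 0% = median of COUP-TF2 test wells and 100% = reporter-only cells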
TWEAK Fn14 block = inhibitors of TWEAK-Fn14 interaction signaling. TWEAK-stimulated Fn14 reporter cells, luciferase luminescence, 8 h. inhibition, % at 10 µM. 2% of 360,000 active; in the data active = inhibition above about 50%
SRC1 inh = inhibits human SRC1 coactivator; Q15788; HEK293 GAL4-SRC1 luciferase reporter, luminescence; inhibition, % at 3.6 µM; 0.12% of 360,000 active; AID 588354;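 active = inhibition above the campaign mean plus 3 SD, with each screening campaign given its own cutoff, cut at about 60% in these data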;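 note: 0% = DMSO treated cells and 100% = gossypol at 36 µM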
Granule exo inh = lytic granule exocytosis inhibition. 0.66% of 360,000 active. TALL-104 LAMP-1 surface exposure, flow cytometry; cells stimulated with thapsigargin and PMA. inhibition, % at 10 µM;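 active = inhibition above about 55%, limit read from the data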
NCOA2 inhibitor = inhibits human steroid receptor coactivator 2; Q15596; HEK293 GAL4-SRC2 luciferase reporter, luminescence; inhibition, % at 9 µM; 0.17% of 370,000 active; AID 651957;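 active = inhibition above the mean inhibition of all tested compounds plus 3 SD, set per campaign, cut at about 52% in these data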;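 note: 0% = DMSO treated cells and 100% = cells given Gossypol at 36 µM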
* = called active by the depositor; · = no result given. The list is partial; the hit share may differ from the screen's.

canonical_smiles	NCOA3 inh	TLR9-MyD88 inh	LRH-1 inv ag	ABHD5-PLIN5 inh	TROY signal inh	NOD2 RIPK2 PPI	NR2F2 inh	TWEAK Fn14 block	SRC1 inh	Granule exo inh	NCOA2 inhibitor
Cc1cc(=O)oc2cc(OCC(=O)NC3CCCCC3)c(Cl)cc12	10	4	-2	-6	-9	7	0	-20	4	4	7
COC(=O)c1ccc(NC(=O)CC(=O)Nc2ccc(C(=O)OC)cc2)cc1	5	-7	-3	-8	4	1	10	50	-1	-1	1
O=C(c1csc2c1CCCC2)N1CCN(c2cccc(C(F)(F)F)c2)CC1	-19	-3	-22	-6	-1	1	11	0	-16	3	9
Cc1ccccc1C(=O)NNC(=O)/C=C/c1ccccc1	1	-10	-3	3	-30	-5	1	3	-1	-3	2
COc1c(C)cccc1C(=O)NCc1ccc2c(c1)OCO2	-16	3	7	-1	-5	-1	-15	17	-23	-4	25
O=c1cc(CN2CCN(C/C=C/c3ccccc3)CC2)c2cc(O)ccc2o1	-3	-4	7	4	0	9	9	10	3	-1	6
CCCc1ncc(C(O)c2cccc(OC)c2)n1C (stereo not given)	21	-13	-9	-2	3	16	-15	0	0	-3	-1
Cc1noc(C)c1S(=O)(=O)N1CCCC1C(=O)O (stereo not given)	4	10	4	2	-10	-7	0	2	-2	-4	-6
CCOC(=O)c1[nH]c(C)c(CN(CCc2ccc(OC)c(OC)c2)C(=O)CCCC(=O)O)c1C	16	7	2	-4	2	-13	10	6	8	2	-25
CC(C)Cn1cnc2c1c(=O)n(CC(=O)NC(=O)NC(C)(C)C)c(=O)n2Cc1ccccc1	-1	-7	7	4	-2	8	20	19	-15	4	-5
O=c1oc2ccccc2cc1-c1csc(NN=C2CCCCC2)n1	-34	5	-33	-9	17	-8	-18	31	-40	-5	-34
N/C(=N\S(=O)(=O)c1cccs1)c1ccccc1	-23	-1	-2	4	14	-4	-17	0	0	5	3
CN1C(=O)C(C)(C)c2cc(S(=O)(=O)NCC(=O)NCc3ccccc3)ccc21	1	2	32	-2	0	4	·	7	-11	7	·
Cc1cc(OCCN2CCOCC2)ccc1Cl	-38	5	-52	7	-28	6	-44	-13	-31	5	-30
Cc1ccc(N/C=C/C(=O)c2cccs2)cc1C	-59	·	-114	-3	45	5	-27	46	-98	0	-41
O=C(COc1ccccc1Cl)N1CCN(c2ccc([N+](=O)[O-])c(N3CCCCC3)c2)CC1	13	1	53	2	19	-4	3	11	-49	-2	-4
CCN(CC)S(=O)(=O)c1ccc(N2CCOCC2)c(NC(=O)CNCCc2ccccc2)c1	0	-4	0	13	-10	-3	18	-16	4	-3	16
Cc1cccn2c(CN3CCSCC3)c(C(=O)N3CCOCC3)nc12	22	2	21	-1	-3	-6	10	-1	-6	-3	-19
Cc1ccc(N(C(=O)c2ccco2)C(C(=O)NC2CCCC2)c2cccnc2)cc1C (stereo not given)	1	6	-11	6	2	1	-16	35	2	0	-22
Cc1ccc(C)c(S(=O)(=O)/N=C(/Nc2ccccc2)c2ccccc2)c1	5	-9	-14	-3	-2	7	-12	8	-9	-2	-19

The listing continues.
canonical_smiles	NCOA3 inh	TLR9-MyD88 inh	LRH-1 inv ag	ABHD5-PLIN5 inh	TROY signal inh	NOD2 RIPK2 PPI	NR2F2 inh	TWEAK Fn14 block	SRC1 inh	Granule exo inh	NCOA2 inhibitor
Cn1cccc1CC(=O)N/N=C\c1ccccc1	11	·	-1	5	-12	-12	12	-8	-10	0	17
CC(C)(C)c1ccc(C(=O)N2CCCC2)s1	-39	3	-41	0	6	15	-8	-20	-62	5	-44
COc1cc(NC(=O)c2cc([N+](=O)[O-])ccc2NC(=O)CNC2CCCCC2C)cc(OC)c1 (stereo not given)	-15	2	-6	-2	16	-9	0	0	1	23	4
COCCn1c(SCc2cc(=O)n3ccsc3n2)nnc1-c1ccncc1	9	-1	-4	-2	-2	-14	4	8	-1	1	-18
O=C(CCn1cccc1)NCc1ccc2c(c1)OCO2	5	-2	0	9	1	-10	2	19	-6	0	-12
O=C(Nc1nc2ccccc2s1)C1c2ccccc2Oc2ccccc21	43	-1	-4	-4	-7	4	31	48	22	-2	7
CC1=C(C#N)C(NC(=O)C2CCCCC2)(C(F)(F)F)C(=O)N1 (stereo not given)	-11	-27	0	5	20	-2	5	4	2	-1	3
O=C(CNCc1ccc(Cl)cc1)Nc1cc(S(=O)(=O)N2CCCC2)ccc1Cl	-2	-4	-7	7	4	5	20	-1	2	77*	1
Cc1cc(NC(=O)COC(=O)c2ccccc2[N+](=O)[O-])no1	-27	-13	6	2	-2	-11	-10	6	-40	0	7
O=C(CS(=O)(=O)c1ccc(Cl)cc1)NCc1ccccc1	-2	10	-11	-2	9	-2	6	4	-43	-3	-16
Cc1ccc(-n2nnnc2SCC(=O)Nc2ncc(Cc3ccccc3Cl)s2)cc1	26	-2	-22	-8	4	1	-15	10	8	0	-15
CS(=O)(=O)N(CC(=O)N1CCN(c2ccccc2F)CC1)C1CCCCC1	-5	-2	10	-3	-6	-2	0	7	6	-4	7
CS(=O)(=O)Nc1ccccc1C(=O)Nc1cc2c(cc1C(=O)O)OCCCO2	-8	-5	-5	-2	-13	5	-2	2	3	10	-34
CC(C)c1ccc(-c2csc3ncnc(N4CCN(C)CC4)c23)cc1	41	-3	-13	8	7	8	26	51*	35	12	25
Cn1c(SCc2ccccc2F)nnc1-c1ccccn1	-63	5	-89	0	-43	-10	-32	-3	-95	1	-43
CCCCCCCCNC1=CC(=O)CC(C)(C)C1	1	5	4	6	12	-1	3	1	3	-15	-17
CC1CCC(NC(=O)CNC(=O)c2cccs2)CC1 (stereo not given)	-72	-10	-95	-4	-60	-13	-22	5	-88	3	-31
COCCOc1cc(N)c(Cl)cc1Cl	-6	-15	-18	0	8	-19	-2	-3	-2	-1	-9
COc1ccc(C(=O)NCC(c2cccnc2)N2CCN(c3ccccc3OC)CC2)cc1OC (stereo not given)	-8	1	-7	4	-6	16	-3	-9	-17	1	10
O=C(c1c[nH]c2ccccc2c1=O)N1CCCCCC1	4	-4	5	4	5	-15	-8	-16	1	-2	2

The last 3 compounds of the section above are carried over, then new ones follow:
canonical_smiles	NCOA3 inh	TLR9-MyD88 inh	LRH-1 inv ag	ABHD5-PLIN5 inh	TROY signal inh	NOD2 RIPK2 PPI	NR2F2 inh	TWEAK Fn14 block	SRC1 inh	Granule exo inh	NCOA2 inhibitor
COCCOc1cc(N)c(Cl)cc1Cl	-6	-15	-18	0	8	-19	-2	-3	-2	-1	-9
COc1ccc(C(=O)NCC(c2cccnc2)N2CCN(c3ccccc3OC)CC2)cc1OC (stereo not given)	-8	1	-7	4	-6	16	-3	-9	-17	1	10
O=C(c1c[nH]c2ccccc2c1=O)N1CCCCCC1	4	-4	5	4	5	-15	-8	-16	1	-2	2
O=C(NCCNC(=O)c1ccc(F)cc1)c1ccc(F)cc1	3	1	1	-6	0	-1	3	-17	-25	1	2
COc1ccc(C)cc1-n1c(SCC(=O)Nc2cccc(C(=O)O)c2)nc2ccccc2c1=O	7	1	8	-4	-1	-8	-1	3	9	0	-8
CCC1CC2CC(NC(C)=O)C1C2 (stereo not given)	10	3	16	0	-8	-5	-4	-55	0	-4	4
O=C(c1ccco1)N1CCN(c2cc(N3CCOCC3)c(F)cc2[N+](=O)[O-])CC1	10	0	-25	2	1	-11	-2	1	3	0	-4
CCOC(=O)N1CCC(=NNc2ccnc3cc(Cl)ccc23)CC1	10	-1	5	-5	19	-5	13	21	-9	-3	5
CN1/C(=C\C(=O)Nc2ccc(Br)cc2)C(C)(C)c2ccccc21	28	-2	10	-9	13	-3	-11	-38	-18	0	12
CN(C(=O)c1ccc(NC(=O)Cc2ccc(NC(=O)C3CCCN(C(=O)C4CCC4)C3)cc2)cc1)C1CC1 (stereo not given)	-25	1	9	0	-13	-5	9	-13	-21	-2	-8
CN(Cc1ccccn1)C(=O)C1CCC(=O)N(Cc2cccc(F)c2)C1 (stereo not given)	-12	-7	1	-1	-28	-4	3	23	-11	0	0
O=C(CN1CCN(c2ccc(F)cc2)CC1)OCc1ccccc1	6	1	-1	-1	-4	2	7	2	-9	4	-16
O=C1NC[C@H](Cc2ccccc2)N(C[C@@H]2CCCN2C[C@H](Cc2ccc(O)cc2)N2C[C@H](Cc3ccc(O)cc3)N(CC3CCCCC3)C(=O)C2=O)C1=O	·	·	-15	11	8	1	-12	6	·	-17	12
COc1cc2c(cc1C1NC(=S)NC(C)=C1C(N)=O)CCCC2 (stereo not given)	6	-6	22	0	9	3	-63	14	-3	-1	-43
CC(=O)NCCOc1cccc2cccnc12	10	-6	-22	-1	-4	-8	13	41	9	4	-8
COC(=O)c1nn(-c2c(C)n(C)n(-c3ccccc3)c2=O)cc1O	-2	-11	-5	1	-21	-17	17	-2	-4	0	-3
CC(C)Nc1nc(NC(C)C)nc(C(=O)OCCO)n1	1	7	22	12	-8	-24	-55	-1	6	-2	-12
CN(CC(=O)Nc1ccccc1C(F)(F)F)C(=O)C1CCN(C(=O)c2ccc(Cl)cc2)CC1	2	-1	5	-6	6	5	-2	8	0	9	9
Cn1c(SCC(=O)Nc2nccs2)nnc1C1CC1	4	-3	-15	-4	-10	0	-3	-3	-7	0	0
